Source: PubChem BioAssay
rCAG binder – binders of r(CAG) RNA repeats, primary screen, biochemical, fluorescence; r(CAG) RNA repeat, TO-PRO-1 dye displacement fluorescence; inhibition, % at 3 µM; hit rate 1.3% among 370,000;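 active means inhibition above the plate cutoff, the mean of all test compounds on that plate plus 3 SD, cut at about 35% in these data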;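 further: 0% = DMSO alone and 100% = 100 µM mitoxantrone as full dye displacement; higher means more dye released from RNA so lower well fluorescence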
GAA850 FXN act – FXN promoter activators, primary screen, cell-based, luciferase luminescence, HEK293 lucGAA850 | activation, % at 6 µM | hit rate 0.56% among 360,000 | HEK293 lucGAA850 FXN promoter luciferase reporter, 24 h; percent of 10 µM SAHA response;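 active means activation above the average of all compounds screened plus 3 SD, cutoff fixed separately per campaign, cut at about 7.5% in these data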;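 further: 0% = DMSO wells and 100% = 10 µM SAHA wells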
ARFGAP1 inh – inhibitors of rat ARFGAP1 GAP activity, primary screen, biochemical, fluorescence polarization, GDP tracer; hit rate 0.26% among 360,000; Arfgap1-stimulated ARF1 GTP hydrolysis, GDP FP detection; AID 651572, 2012; inhibition, % at 16.5 µM; ADP-ribosylation factor GTPase-activating protein 1 (Rattus norvegicus), Q62848;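 active means inhibition above a per-plate limit, mean inhibition of low control wells plus 3 SD, cut at about 25% in these data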;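 further: 0% = DMSO wells with enzyme and 100% = wells lacking Arfgap1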
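System: truncated rat Arfgap1 GAP domain / Medium: HEPES-based buffer, pH 7.5 / Also added: N-terminally truncated human ARF1-GTP substrate / Incubation: enzyme reaction 120 min at 25 °C after 20 min preincubation / Measured by: FP of antibody-bound GDP Alexa 633 tracer, ex 620/em 688 nm / Replicates: singlicate, each compound tested once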
ASAP1 GAP inh – inhibitors of human ASAP1 ArfGAP activity, primary screen, biochemical, fluorescence polarization; ASAP1-stimulated ARF1 GTP hydrolysis, GDP FP detection; inhibition, % at 16.5 µM; hit rate 0.19% among 360,000; AID 624377, 2012; in the data active means inhibition above about 25%;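 further: 0% = vehicle with enzyme and substrate and 100% = no enzyme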
proKLK7 act – proKLK7 zymogen activators, primary screen, biochemical, fluorescence intensity; Kallikrein-7 (Homo sapiens), P49862; purified proKLK7, EDANS-DABCYL substrate fluorescence; 100% is mature enzyme control, 0% vehicle; activation, % at 7 µM; hit rate 0.9% among 370,000;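 active means activation above the mean of all tested compounds plus 3 SD, computed per campaign excluding outliers beyond control limits, cut at about 13% in these data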
ADAM10 inh – human ADAM10 inhibitors, primary screen, biochemical, QFRET, HTS; hit rate 0.62% among 370,000; inhibition, % at 7 µM; AID 720582, 2013; Disintegrin and metalloproteinase domain-containing protein 10 (Homo sapiens), O14672; recombinant ADAM10, EDANS/DABCYL FRET peptide cleavage, 3 h;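 active means inhibition above a per-campaign cutoff equal to the mean of compounds falling between control-based bounds plus 3 SD, cut at about 20% in these data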;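 further: 0% = DMSO wells while the 100% control is not disclosed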
NPR2 activator – human GC-B receptor activators, primary screen, HEK293 GC-B cells, cGMP TR-FRET, EC30 CNP. Atrial natriuretic peptide receptor 2 (Homo sapiens), P20594. 0% at EC30 CNP, 100% saturating CNP. activation, % at 10 µM. hit rate 0.11% among 370,000. AID 1920062, 2024;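 active means activation at 10 µM reaching about 35% in either raw or pattern-adjusted values, limit read from the data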
GC-A act – GC-A stimulated cGMP production enhancers – HEK293 GC-A cells, cGMP TR-FRET, EC30 ANP, primary screen. hit rate 0.14% among 370,000. 0% at EC30 ANP, 100% saturating ANP. activation, % at 10 µM; in the data active means activation above about 40%
DDE Tn6 FP inh – inhibitors of Tn6 peptide binding to fibrin DD(E), primary screen, biochemical, fluorescence polarization, human fibrin, Tn6 probe; Fibrinogen beta chain (Homo sapiens), P02675; Fibrin DD(E) TRITC-Tn6 fluorescence polarization displacement; inhibition, % at 8.3 µM; AID 720509, 2013; hit rate 0.21% among 370,000;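 active means inhibition above a per-campaign cutoff: mean of compounds within control limits plus 3 SD, cut at about 15% in these data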;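 further: 0% = median of all compound wells on the plate and 100% = blocking peptide control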
Target sequence (P02675 whole entry, looked up): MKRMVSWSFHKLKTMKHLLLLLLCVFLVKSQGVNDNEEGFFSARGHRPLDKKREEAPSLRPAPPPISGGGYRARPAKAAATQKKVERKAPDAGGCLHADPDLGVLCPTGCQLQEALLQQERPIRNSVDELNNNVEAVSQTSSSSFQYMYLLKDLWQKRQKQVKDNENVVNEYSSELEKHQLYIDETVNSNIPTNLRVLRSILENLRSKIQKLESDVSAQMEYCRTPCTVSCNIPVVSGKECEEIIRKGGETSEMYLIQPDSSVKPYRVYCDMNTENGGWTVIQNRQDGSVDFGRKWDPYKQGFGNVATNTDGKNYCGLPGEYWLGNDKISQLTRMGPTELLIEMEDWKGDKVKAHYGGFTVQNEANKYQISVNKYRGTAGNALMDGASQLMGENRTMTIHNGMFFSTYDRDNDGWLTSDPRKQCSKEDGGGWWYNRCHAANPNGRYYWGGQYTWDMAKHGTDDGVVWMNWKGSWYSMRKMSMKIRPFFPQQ
sPLA2-III inh – human group III sPLA2 inhibitors, primary screen, biochemical, QFRET, BODIPY PC-A2 liposome substrate; Group 3 secretory phospholipase A2 (Homo sapiens), Q9NZ20; QFRET BODIPY PC-A2 liposome hydrolysis, fluorescence; hit rate 0.56% among 370,000; inhibition, % at 12.2 µM;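 active means inhibition above mean plus 3 SD of compounds lying within the high and low control bounds, cut at about 19% in these data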;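 further: 0% = median of test compound wells and 100% = no enzyme DMSO wells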
Target sequence (Q9NZ20 whole entry, looked up): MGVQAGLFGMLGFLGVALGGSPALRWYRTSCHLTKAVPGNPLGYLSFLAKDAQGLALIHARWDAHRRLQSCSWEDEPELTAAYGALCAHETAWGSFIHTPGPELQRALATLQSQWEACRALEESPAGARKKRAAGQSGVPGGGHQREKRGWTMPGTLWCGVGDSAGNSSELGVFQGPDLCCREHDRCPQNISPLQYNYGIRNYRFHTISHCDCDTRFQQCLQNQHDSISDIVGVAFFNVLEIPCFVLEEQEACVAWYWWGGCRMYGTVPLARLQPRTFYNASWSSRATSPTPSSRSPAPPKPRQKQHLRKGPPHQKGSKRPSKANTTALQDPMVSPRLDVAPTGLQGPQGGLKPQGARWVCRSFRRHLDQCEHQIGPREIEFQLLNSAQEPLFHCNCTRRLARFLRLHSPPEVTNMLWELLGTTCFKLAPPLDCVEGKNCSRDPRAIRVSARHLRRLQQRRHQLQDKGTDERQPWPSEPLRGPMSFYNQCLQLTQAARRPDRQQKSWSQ
The depositor's hits bear a star. An excerpt (hit frequency here may not be typical).

Cc1ccc(N)cc1Cl was read as rCAG binder 0, GAA850 FXN act -0.3, ARFGAP1 inh 8, ASAP1 GAP inh 6, proKLK7 act 0.1, ADAM10 inh 0, NPR2 activator 3, GC-A act 2, DDE Tn6 FP inh 5 and sPLA2-III inh -4.
`c1ccc(Nc2ccc(Nc3ccccc3)cc2)cc1` gave rCAG binder 5, GAA850 FXN act -0.8, ARFGAP1 inh 17, ASAP1 GAP inh -3, proKLK7 act -0.5, ADAM10 inh -11, NPR2 activator -7, GC-A act 2, DDE Tn6 FP inh 6 and sPLA2-III inh 6.
`CCC1CCCCN1CC(=O)c1ccc(OC(F)F)cc1` (configuration not stated) gave rCAG binder 0, GAA850 FXN act -0.7, ARFGAP1 inh -3, ASAP1 GAP inh 6, proKLK7 act -0.1, ADAM10 inh -2, NPR2 activator -2, GC-A act 1, DDE Tn6 FP inh 2 and sPLA2-III inh -1.
O=c1[nH]c(CN2CCNCC2)nc2ccccc12 was read as rCAG binder -1, GAA850 FXN act -1.5, ARFGAP1 inh 9, ASAP1 GAP inh 15, proKLK7 act 0.3, ADAM10 inh -32, NPR2 activator -2, GC-A act 5, DDE Tn6 FP inh -7 and sPLA2-III inh -2.
Screening c1cc(C2N3CCCN2CC3)ccn1 (configuration not stated) returned rCAG binder 2, GAA850 FXN act -2.1, ARFGAP1 inh 13, ASAP1 GAP inh 3, proKLK7 act -0.5, ADAM10 inh -4, NPR2 activator 5, GC-A act -2, DDE Tn6 FP inh -5 and sPLA2-III inh -1.
For CCN1CCN(C(=O)COc2ccc3c(c2)C(=O)CC2(CCN(C(C)=O)CC2)O3)CC1 the results were rCAG binder -9, GAA850 FXN act -0.2, ARFGAP1 inh -1, ASAP1 GAP inh 4, proKLK7 act 36*, ADAM10 inh inactive, NPR2 activator 4, GC-A act 0, DDE Tn6 FP inh -9 and sPLA2-III inh -3.
For c1ccc(OCC2CO2)cc1 (configuration not stated) the results were rCAG binder -1, GAA850 FXN act -0.8, ARFGAP1 inh 10, ASAP1 GAP inh -6, proKLK7 act 0.8, ADAM10 inh -8, NPR2 activator -2, GC-A act 1, DDE Tn6 FP inh 4 and sPLA2-III inh 2.
Screening Cc1ccc(/C=C2\C(=O)NC(=O)N(CC3CCCO3)C2=O)s1 (configuration not stated) returned rCAG binder 1, GAA850 FXN act 1.6, ARFGAP1 inh -3, ASAP1 GAP inh 6, proKLK7 act 0.5, ADAM10 inh -14, NPR2 activator 0, GC-A act 17, DDE Tn6 FP inh 2 and sPLA2-III inh 9.
For Clc1cc(Cl)cc(CN2Cc3cc(Br)ccc3-n3nncc3C2)c1 the results were rCAG binder 2, ARFGAP1 inh -5, ASAP1 GAP inh -20, proKLK7 act 0.1, ADAM10 inh 3, NPR2 activator -11, GC-A act -13, DDE Tn6 FP inh 3 and sPLA2-III inh 7.
`Nc1c(C(=O)NCCCc2ccccc2)c2nc3ccccc3nc2n1Cc1cccs1` gave rCAG binder 9, GAA850 FXN act -2.9, ARFGAP1 inh 2, ASAP1 GAP inh 10, proKLK7 act -0.1, ADAM10 inh -55, NPR2 activator -3, GC-A act -6, DDE Tn6 FP inh -15 and sPLA2-III inh -3.
For CCOC(C(=O)OCC(O)CN(CC)CC)(c1ccccc1)c1ccccc1 (configuration not stated) the results were rCAG binder -8, GAA850 FXN act -2.8, ARFGAP1 inh 1, ASAP1 GAP inh -6, proKLK7 act 5.5, ADAM10 inh 6, NPR2 activator -10, GC-A act -8, DDE Tn6 FP inh -5 and sPLA2-III inh 4.
`COc1ccc(-c2nn(CCC#N)cc2C(=O)Nc2ccccc2)cc1OC` gave rCAG binder 2, GAA850 FXN act 1.5, ARFGAP1 inh 5, ASAP1 GAP inh 0, proKLK7 act -0.2, ADAM10 inh 2, NPR2 activator 1, GC-A act -2, DDE Tn6 FP inh 3 and sPLA2-III inh 7.
C1=C(c2c[nH]c3ccccc23)CCNC1 was read as rCAG binder 9, ARFGAP1 inh -6, ASAP1 GAP inh -1, proKLK7 act 0.6, ADAM10 inh -3, NPR2 activator -11, GC-A act -6, DDE Tn6 FP inh 5 and sPLA2-III inh -2.
For CN(C)c1ccc(/C=C/[N+](=O)[O-])cc1 the results were rCAG binder 5, GAA850 FXN act 4.0, ARFGAP1 inh 17, ASAP1 GAP inh 3, proKLK7 act 0.6, ADAM10 inh -7, NPR2 activator -9, GC-A act -8, DDE Tn6 FP inh -7 and sPLA2-III inh 23*.
For CCCCCN1C(=O)c2ccccc2[C@@]2(C(=O)OCC)Cc3cc(Cl)ccc3[C@@H]12 the results were rCAG binder 4, ARFGAP1 inh -1, ASAP1 GAP inh 7, proKLK7 act 0.3, ADAM10 inh 5, NPR2 activator -8, GC-A act -8, DDE Tn6 FP inh -2 and sPLA2-III inh 3.
Screening N#CC(C#N)=C(C#N)c1ccc(Nc2ccccc2)cc1 returned rCAG binder 5, GAA850 FXN act 0.3, ARFGAP1 inh -1, ASAP1 GAP inh -5, proKLK7 act -0.5, ADAM10 inh -3, NPR2 activator 0, GC-A act 6, DDE Tn6 FP inh 11 and sPLA2-III inh -8.
`CCC(C)NC(=O)c1c(N)n(CC2CCCO2)c2nc3ccccc3nc12` (configuration not stated) gave rCAG binder -2, GAA850 FXN act 2.0, ARFGAP1 inh 18, ASAP1 GAP inh 16, proKLK7 act -36, ADAM10 inh inactive, NPR2 activator 2, GC-A act 10, DDE Tn6 FP inh -7 and sPLA2-III inh -16.
Screening C=CCn1c(O)c(C(C)=NCCN2CCN(C(=S)NC)CC2)c(=O)[nH]c1=O returned rCAG binder 1, GAA850 FXN act 0.6, ARFGAP1 inh -10, ASAP1 GAP inh 8, proKLK7 act 0.1, ADAM10 inh 8, NPR2 activator 3, GC-A act -3, DDE Tn6 FP inh 1 and sPLA2-III inh 1.
`c1cc(CNCCc2ccc3c(c2)OCO3)ccn1` gave rCAG binder 2, GAA850 FXN act -0.1, ARFGAP1 inh 1, ASAP1 GAP inh -2, proKLK7 act 0.0, ADAM10 inh -2, NPR2 activator -2, GC-A act 3, DDE Tn6 FP inh -3 and sPLA2-III inh -4.
For COC(=O)C1=C(c2cccc(OC)c2OC)C[C@@H]2CC[C@H]1N2C(=O)NCc1cccc2ccccc12 the results were rCAG binder 2, GAA850 FXN act -1.9, ARFGAP1 inh 2, ASAP1 GAP inh 8, proKLK7 act 0.7, ADAM10 inh 6, NPR2 activator -6, GC-A act -1, DDE Tn6 FP inh -1 and sPLA2-III inh -8.
`COc1ccc(C(=O)OC2CC[C@@]3(C)C4CCC5[C@]6(O)CC(O)[C@@]7(O)C(CN8CC(C)CCC8[C@@]7(C)O)[C@]6(O)C[C@@]53O[C@]24O)cc1OC` (some centres not stated) gave rCAG binder -5, GAA850 FXN act 5.9, ARFGAP1 inh 11, ASAP1 GAP inh -3, proKLK7 act 0.8, ADAM10 inh -12, NPR2 activator 7, GC-A act 3, DDE Tn6 FP inh -5 and sPLA2-III inh 7.
For C[C@@H]1CN([C@H](C)CO)C(=O)CCCn2nncc2CO[C@H]1CN(C)C(=O)Oc1ccc2ccccc2c1 the results were rCAG binder -1, GAA850 FXN act -0.1, ARFGAP1 inh 1, ASAP1 GAP inh -1, proKLK7 act -0.6, ADAM10 inh -10, NPR2 activator 8, GC-A act 2, DDE Tn6 FP inh -1 and sPLA2-III inh 9.
CN1C2c3ccccc3C3C4c5ccccc5C(C31)C(C2[N+](=O)[O-])N4C (configuration not stated) was read as rCAG binder -6, GAA850 FXN act 1.1, ARFGAP1 inh 9, ASAP1 GAP inh 11, proKLK7 act -0.3, ADAM10 inh -4, NPR2 activator -1, GC-A act 1, DDE Tn6 FP inh 1 and sPLA2-III inh 0.
Screening CCN1C(=O)C(=Cc2ccc(N3CCOCC3)o2)C(=O)N(CC)C1=S returned rCAG binder -8, GAA850 FXN act 1.8, ARFGAP1 inh -4, ASAP1 GAP inh 15, proKLK7 act 0.0, ADAM10 inh 25*, NPR2 activator 0, GC-A act -4, DDE Tn6 FP inh 1 and sPLA2-III inh -5.

Reprinted from above (2 entries):
Screening N#CC(C#N)=C(C#N)c1ccc(Nc2ccccc2)cc1 returned rCAG binder 5, GAA850 FXN act 0.3, ARFGAP1 inh -1, ASAP1 GAP inh -5, proKLK7 act -0.5, ADAM10 inh -3, NPR2 activator 0, GC-A act 6, DDE Tn6 FP inh 11 and sPLA2-III inh -8.
`CCC(C)NC(=O)c1c(N)n(CC2CCCO2)c2nc3ccccc3nc12` (configuration not stated) gave rCAG binder -2, GAA850 FXN act 2.0, ARFGAP1 inh 18, ASAP1 GAP inh 16, proKLK7 act -36, ADAM10 inh inactive, NPR2 activator 2, GC-A act 10, DDE Tn6 FP inh -7 and sPLA2-III inh -16.

Remaining list, next part:
For N#Cc1ccc2nc(-c3ccc(CN4CCC(n5nnc6ccccc65)CC4)cc3)c(-c3ccccc3)nc2c1 the results were rCAG binder 9, ARFGAP1 inh 5, ASAP1 GAP inh 0, proKLK7 act -1.7, ADAM10 inh -49, NPR2 activator 15, GC-A act 1, DDE Tn6 FP inh -7 and sPLA2-III inh 6.
For OC12ONC(c3ccccn3)C1N1CCC2CC1 (configuration not stated) the results were rCAG binder -9, GAA850 FXN act 18*, ARFGAP1 inh -6, ASAP1 GAP inh 7, proKLK7 act 2.3, ADAM10 inh -35, NPR2 activator -1, GC-A act 3, DDE Tn6 FP inh 4 and sPLA2-III inh 0.
Cc1ccc(S(=O)(=O)Cc2ccc(C(=O)N3CCC4(CC3)OCCO4)o2)cc1 was read as rCAG binder 4, GAA850 FXN act 0.3, ARFGAP1 inh 3, ASAP1 GAP inh 10, proKLK7 act 0.2, ADAM10 inh 10, NPR2 activator 3, GC-A act 0, DDE Tn6 FP inh -3 and sPLA2-III inh -1.
`CCCC1COC(Cn2cncn2)(c2ccc(Cl)cc2Cl)O1` (configuration not stated) gave rCAG binder -9, GAA850 FXN act 0.6, ARFGAP1 inh -1, ASAP1 GAP inh 12, proKLK7 act -0.1, ADAM10 inh -4, NPR2 activator -13, GC-A act -18, DDE Tn6 FP inh -11 and sPLA2-III inh -5.
`Cc1cc(C)nc(/N=C(\N)c2c(O)[nH]c(=O)[nH]c2=O)n1` gave rCAG binder 1, GAA850 FXN act 1.0, ARFGAP1 inh -7, ASAP1 GAP inh 14, proKLK7 act 0.1, ADAM10 inh 4, NPR2 activator -1, GC-A act 5, DDE Tn6 FP inh 1 and sPLA2-III inh 4.
Screening CN(C)N=O returned rCAG binder 1, GAA850 FXN act -0.2, ARFGAP1 inh 1, ASAP1 GAP inh 12, proKLK7 act 0.7, ADAM10 inh -12, NPR2 activator 2, GC-A act 0, DDE Tn6 FP inh 4 and sPLA2-III inh 0.
